Screening results: PubChem BioAssay, National Center for Advancing Translational Sciences (NCATS)
D2 agonist = HTS Assay for Allosteric Agonists of the Human D2 Dopamine Receptor: Primary Screen for Agonists | D(2) dopamine receptor (Homo sapiens), P14416 | HEK293 T-REx D2 cells, calcium flux agonist mode | activation, % at 2 µM | hit rate 0.53% among 340,000 | AID 485358, 2010;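 active = activation over 3 SD above normal in the single-dose calcium agonist read, cut at about 30% in these data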; also: 0% is about no effect
Target sequence (P14416 whole entry, looked up): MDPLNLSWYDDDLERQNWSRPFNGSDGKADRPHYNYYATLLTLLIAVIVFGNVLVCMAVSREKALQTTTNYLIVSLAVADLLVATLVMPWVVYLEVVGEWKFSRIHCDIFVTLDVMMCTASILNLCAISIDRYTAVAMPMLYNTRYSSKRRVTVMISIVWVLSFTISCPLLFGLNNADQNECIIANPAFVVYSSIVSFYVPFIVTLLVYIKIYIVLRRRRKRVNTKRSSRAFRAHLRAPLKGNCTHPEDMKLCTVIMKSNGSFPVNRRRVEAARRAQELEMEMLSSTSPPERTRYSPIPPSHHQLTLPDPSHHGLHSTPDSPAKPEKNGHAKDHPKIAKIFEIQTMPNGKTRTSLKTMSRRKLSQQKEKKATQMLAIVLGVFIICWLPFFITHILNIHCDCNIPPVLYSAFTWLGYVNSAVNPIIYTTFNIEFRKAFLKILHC
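In this primary screen, compounds producing a positive calcium signal within 180 s of addition to tetracycline-induced, force-coupled HEK293 Trex D2 cells are flagged; cells are dye-loaded with a no-wash calcium kit beforehand.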
ALOX12 inh = Primary qHTS assay for inhibitors of human arachidonate 12S-lipoxygenase (ALOX12): Round 2; Polyunsaturated fatty acid lipoxygenase ALOX12 (Homo sapiens), P18054; purified 12hLO, xylenol orange hydroperoxide absorbance; Potency, µM (titrated, usually from 108 µM), for the others: at the top dose activity change, negative = inhibition, usual class: inhibitors; hit rate 1.1% among 580,000; also: potency is read from the fitted curve at half-maximal effect; % is scaled to controls: 0 for no effect and ±100 for the full control effect
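Purified human 12hLO at 150 nM in 25 mM Hepes, 0.01% Triton X-100, pH 7.0, preincubated 15 min at room temperature with compound. Reaction started with 40 uM arachidonic acid, 30 min at room temperature. Hydroperoxide measured by Fe-xylenol orange, 573/405 nm absorbance ratio.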
Glioma ERSR ind = qHTS for Inducers of the Endoplasmic Reticulum Stress Response (ERSR) in Human Glioma: qHTS. U87-MG GRP78 promoter luciferase reporter, 16 h. Potency, µM, for inactives: top-dose activation, hits mostly activators. hit rate 0.02% among 420,000. AID 602332, 2012; also: potency is read from the fitted curve at half-maximal effect; series mostly up to about 76 µM; % of control where 0% means no effect; nearly all actives have a fitted effect of over 35% in size
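Stably transfected U87-MG glioma cells carrying a GRP78-based luciferase sensor; 16 h compound incubation. Luminescence end-point read 10 min after Bright-Glo addition at room temperature.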
RGS4 inh = Inhibitors of Regulator of G Protein Signaling (RGS) 4: qHTS | Regulator of G-protein signaling 4 (Homo sapiens), P49798 | Transcreener GDP fluorescence polarization, RGS4-accelerated GTP hydrolysis | Potency, µM (top dose mostly 114 µM), for the others: at the top dose activity change, negative = inhibition, actives largely listed as inhibitors | hit rate 0.039% among 390,000 | AID 504845, 2011; also: potency is read from the fitted curve at half-maximal effect; % is scaled to controls: 0 for no effect and ±100 for the full control effect; nearly all actives have a fitted effect of over 75% in size; some results filed as inactive show a strong effect at the top dose
Target sequence (P49798 whole entry, looked up): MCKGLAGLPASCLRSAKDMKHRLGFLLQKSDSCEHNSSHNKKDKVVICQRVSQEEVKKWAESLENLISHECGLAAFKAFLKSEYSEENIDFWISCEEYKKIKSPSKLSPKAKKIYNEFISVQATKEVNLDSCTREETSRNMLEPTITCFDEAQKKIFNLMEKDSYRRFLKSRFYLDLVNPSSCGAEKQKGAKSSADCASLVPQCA
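MLSMR compounds (23 nl, pin-transferred) preincubated 10 min at room temperature with a 500nM (2x) first reagent, then RGS4 at 900nM (2x) plus Transcreener GDP mix added; fluorescence polarization (620/688 nm) read before and after 90 min at 30 °C.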
LDHA block = qHTS assay for inhibitors of human lactate dehydrogenase; activity change, % (values are at about 110 or 230 µM); hit rate 0.15% among 480,000; purified LDHA, NADH/diaphorase-resazurin fluorescence; stronger effect = lower value; L-lactate dehydrogenase A chain (Homo sapiens), P00338; AID 1347041, 2019; in the data active = activity change below about -30%; inconclusive = mostly about -25% to -30%;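 also: plate controls were DMSO wells for no effect and wells without enzyme for full effect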
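Enzyme activity of human lactate dehydrogenase 5 (2 nM; 0.06 mM NADH, 0.2 mM pyruvate, 5 min, RT) is measured via a resazurin/diaphorase fluorescence readout of residual NADH.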
D2 antag = HTS Assay for Allosteric Antagonists of the Human D2 Dopamine Receptor: Primary Screen for Antagonists; D(2) dopamine receptor (Homo sapiens), P14416; HEK293 TREx D2 cells, calcium flux, dopamine EC80; inhibition, % at 10 µM; hit rate 2% among 340,000; AID 485344, 2010; in the data active = inhibition above about 30%; also: 0% is about no effect
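Compounds are added to dye-loaded, induced HEK293 T-REx cells coupled to calcium release via D2; after a 3 min kinetic read an EC80 dopamine stimulus is given and fluorescence is recorded for 3 more min.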
Vif-APOBEC3F blk = qHTS for Inhibitors of Vif-A3F Interactions: qHTS; HeLa A3F-eYFP + Vif (tagged APOBEC3F with the HIV-1 protein that degrades it), YFP fluorescence increase; Potency, µM (highest dose often 46.1 µM), inactives show top-dose activity, negative = active; hit rate 0.2% among 390,000; AID 602313, 2012; also: potency is read from the fitted curve at half-maximal effect; % of control where 0% means no effect; nearly all actives have a fitted effect of over 65% in size
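HeLa cells stably expressing Vif plus C-terminally eYFP-tagged A3F were seeded, incubated overnight at 37 deg C, dosed with compound, incubated overnight again at 37 deg C. Yellow fluorescence (Ex 488/Em 500-530) reported blocked Vif-mediated A3F-eYFP degradation.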
Vif-A3G inh = qHTS for Inhibitors of Vif-A3G Interactions: qHTS; DNA dC->dU-editing enzyme APOBEC-3G (Homo sapiens), Q9HC16; HeLa A3G-eYFP + Vif (tagged APOBEC3G with the HIV-1 protein that degrades it), YFP fluorescence, overnight; Potency, µM (top dose mostly 46.1 µM), for the others: top-dose activity, negative = active, hits mostly inhibitors; hit rate 0.076% among 410,000; AID 602310, 2012;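 also: potency is read from the fitted curve at half-maximal effect; % is scaled to controls: 0 for no effect and ±100 for the full control effect; nearly all actives have a fitted effect of over 60% in size; hits raise eYFP signal because A3G escapes Vif-driven loss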
Target sequence (Q9HC16 whole entry, looked up): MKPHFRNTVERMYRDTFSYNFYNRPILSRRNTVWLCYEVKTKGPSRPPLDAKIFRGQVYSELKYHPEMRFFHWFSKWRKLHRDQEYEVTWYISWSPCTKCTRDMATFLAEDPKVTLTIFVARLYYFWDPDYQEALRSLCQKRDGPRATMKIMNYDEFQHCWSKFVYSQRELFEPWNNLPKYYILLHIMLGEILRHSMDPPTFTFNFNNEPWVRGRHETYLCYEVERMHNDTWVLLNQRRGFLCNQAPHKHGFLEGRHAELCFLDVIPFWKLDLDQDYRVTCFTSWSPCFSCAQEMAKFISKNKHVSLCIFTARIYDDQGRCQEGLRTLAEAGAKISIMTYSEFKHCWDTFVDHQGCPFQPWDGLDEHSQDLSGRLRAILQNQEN
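HeLa cells stably expressing Vif and C-terminally eYFP-tagged A3G, seeded overnight at 37 deg C, then exposed to compound by pintool overnight at 37 deg C. Rise in yellow fluorescence (Ex 488/Em 500-530, Acumen) marks blocked Vif-driven A3G degradation.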
ERG-DNA inh = qHTS for Small Molecule Inhibitors of the ERG Ets/DNA interaction | fluorescence polarization, His-ERG Ets domain / labelled DNA | Potency, µM (series often up to 76.9 µM), for inactives: at the highest dose FP activity, negative = inhibition, most hits filed as inhibitors | hit rate 0.028% among 370,000 | AID 624246, 2012; active = well fitted inhibition curve with a large enough effect in the polarisation, with a control signal flat; inconclusive = small, poorly fitted or top-dose-only effect, or effect the other way, or a change in a side signal; inactive = no such curve, though single readings can be large or run the other way; the % refers to the polarisation;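 also: polarization taken with two DNA probes labelled with fluorescein and Texas red; potency is read from the fitted curve at half-maximal effect; % of control where 0% means no effect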
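His-tagged ERG Ets domain (1 uM in the protein solution; 300mM KCl, 50mM Tris-HCl, 1mM EDTA, 1mM DTT, pH 7.5) received compound, then a probe mix of 5 nM fluorescein-DNA and 100nM Texas-615-DNA. Fluorescence polarization was read for both dyes.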
An asterisk follows results filed as active; ? = inconclusive; . = not tested or not shown; & = joins results of further samples; [ ] = dose if it differs, or a comment. Unless noted, calls follow the shape of the dose curve; as a rule, active = well fitted curve in the direction sought with a large enough effect; inconclusive = small, poorly fitted or top-dose-only effect, or another doubt; inactive = no such curve, though single readings can be large; an effect the other way counts as inactive or inconclusive.

SMILES	D2 agonist	ALOX12 inh	Glioma ERSR ind	RGS4 inh	LDHA block	D2 antag	Vif-APOBEC3F blk	Vif-A3G inh	ERG-DNA inh
COc1ccc2[nH]c3c(c2c1)CCN1C(=O)C(CC(=O)NCC24CC5CC(CC(C5)C2)C4)C[C@H](C(=O)N2CCOCC2)[C@@]31CCC1CCCC1 (some centres undefined)	.	?	-2%	?	-5	.	7%	0%	-2%
COc1ccc(-c2nnn(CC(=O)N3CCN(c4ccccc4OC)CC3)n2)cc1	0.4	3%	-11%	7%	-1	8	-2%	-2%	0%
Cc1oc2cc(O)ccc2c(=O)c1N1C(=O)c2ccccc2C1=O	-0.3	5%	-5%	-13%	-4	-14	5%	-3%	4%
CCCC[C@@H]1CNCCN1CCc1cccc(F)c1	0.4	2%	-3%	-19%	0	-5	-3%	-1%	-14%
CC(NC(=O)c1ccc2c(c1)N(Cc1ccc(Cl)cc1)C(=O)c1ccccc1S2(=O)=O)c1ccccc1 (centres undefined)	1.4	0%	-2%	-6%	-8	.	2%	-3%	12%
O=C(/C=C/c1cccc([N+](=O)[O-])c1)N(c1ccccn1)c1ccccn1	0.0	-14%	-5%	7%	-6	4	-20%	0%	-4%
CCOC(=O)c1ccc(NS(=O)(=O)c2cc(-c3nnnn3CC)ccc2OC)cc1	-0.3	-1%	-4%	17%	-5	-11	-1%	-4%	0%
COc1ccc(-c2noc(-c3ccc(Cl)cc3[N+](=O)[O-])n2)cc1OC	-1.3	11%	0%	14%	0	0	-19%	-2%	1%
CC1=C(c2ccc(C)cc2)S(=O)(=O)N(Cc2ccc(C(=O)NCc3cccc(C)c3)cc2)C1=O	0.3	-15%	-3%	-13%	3	.	1%	3%	-1%
COc1cccc(NC(=O)c2cnc(SCC(=O)N3CCCc4ccccc43)n(C)c2=O)c1	.	-20%	-2%	18%	-2	.	-8%	-4%	-4%
CN(CC(=O)Nc1ccc(F)cc1)C(=O)CN1C(=O)NC2(CCCCC2)C1=O	.	-15%	-4%	-9%	-6	.	-17%	2%	-4%
COC(=O)c1c(NC(C)=O)sc2c1CCCC2	-0.8	-1%	-3%	-12%	-2	0	2%	0%	12%
CC(C)(C)c1ccc(C(=O)N2CCN(Cc3cc(=O)n4nc(-c5ccccc5F)sc4n3)CC2)cc1	0.8	-4%	0%	-13%	3	.	-1%	1%	3%
O=C(CSc1nc2[nH]ncc2c(=O)[nH]1)N1CCCC1	1.4	-15%	-2%	-20%	-3	7	4%	0%	4%
Nc1cccc(Oc2ccc3c(c2)C(=O)N(CCO)C3=O)c1	.	-16%	0%	-4%	-4	.	15%	-7%	2%
COc1ccc(C)c2sc(NC(=O)c3ccc(S(=O)(=O)N(C)C)cc3)nc12	0.5	-2%	2%	4%	-1	.	-3%	-2%	3%
Cc1cccc(NC(=S)NCC(C)CSc2ccc(Cl)cc2)c1 (centres undefined)	0.8	32µM*	-6%	-10%	0	-11	-30%	-10%	18%
S=C(NCCN1CCOCC1)Nc1ccc(Cl)cc1Cl	-0.3	-11%	3%	-5%	-8	-12	10%	-5%	-1%
COc1ccc(N2CCN(C(=O)c3ccc4c(=O)n(Cc5ccc6c(c5)OCO6)c(=O)[nH]c4c3)CC2)cc1	1.8	-1%	-3%	-18%[56.9 µM]	1	0	1%	1%	-5%
O=C(NCc1cccc(Cl)c1)c1ccc(NC(=O)N2CCSc3ccccc32)cc1	.	1%	-2%	-36%	4	.	1%	4%	-2%
Cc1ccc2c(c1)=C(c1sc(N(C)c3ccc(O)cc3)nc1O)C(=O)N=2	0.0	-2%	-1%	12%	-8	5	-9%	1%	-4%
CNc1c([N+](=O)[O-])cnn1-c1ccc(Cl)cc1Cl	.	0%	-4%	1%	-3	.	8%	1%	-1%
C=CCn1c2ccccc2c2nnc(SCc3[nH]c(=O)[nH]c3C(=O)CCCCC(=O)OCC)nc21	-2.3	-16%	-2%	-9%	-6	-10	4%	-16%	.
CC(Sc1nc(-c2ccccc2)cc(C(F)(F)F)n1)C(=O)Nc1sc2c(c1C(N)=O)CCC2 (centres undefined)	-0.2	13%	-2%	1%	-7	17	-1%	0%	2%
C=CCn1c(=O)c2c(nc(-c3ccc(S(=O)(=O)O)cc3)n2C)n(C)c1=O	.	?	-1%&-1%&-5%	-7%[56.9 µM]	-1	.	6%	0%	?
COc1ccccc1C(=O)N(Cc1ccco1)C1CCS(=O)(=O)C1 (centres undefined)	-0.4	152%[activator]	0%	15%	-4	-5	1%	-1%	-2%
CCCCCCCNC(=O)C1(CC2CC(c3cccc(Br)c3)=NO2)CCN(C(=O)CCCCCBr)CC1 (centres undefined)	.	40µM*	-5%	21%	9	.	-21%	-10%	-1%
CC(=O)c1ccc(OCCCCCCCOc2ccc(C(C)=O)cc2)cc1	-0.6	.	2%	-14%	-8	8	3%	-1%	-7%
CC1(C)NC(=O)N(CCCOc2ccc(Br)cc2Cl)C1=O	-0.9	0%	7%	1%	4	15	8%	-6%	6%
CCOc1ccc2c(c1)c(=O)c(C(=O)c1ccccc1)cn2Cc1ccccc1F	.	-14%	0%	2%	1	.	2%	-6%	1%
Cc1ccc(NC(=O)CSC2=C(C#N)C(c3ccco3)C3=C(CCCC3=O)N2)cc1 (centres undefined)	-0.1	-28%	-4%	-16%	-2	-1	.	0%	6%
COc1ccc(N2CCN(C(=S)Nc3ccccc3)CC2)cc1	0.1	35%[activator]	-3%	-24%	-1	30	-1%	0%	-8%
COc1ccc(CCNC(=O)CN(C)S(=O)(=O)c2ccc(Br)s2)cc1OC	-1.1	-4%	-1%	-1%	-10	-15	-1%	0%	9%
O=C(CCC1N=C2c3ccccc3N=C(SCc3ccc(F)cc3)N2C1=O)NCc1cccs1 (centres undefined)	0.8	?	-3%	-53%	3	.	0%	4%	12%
O=C1NN=C(c2ccccc2)CC1c1ccc(Cl)cc1Cl (centres undefined)	0.3	-16%	-1%	16%	-1	3	-1%	-25%	4%
CCOC(=O)c1cc(-c2ccc(C)cc2)n(CCC(=O)N2CCN(c3ccccn3)CC2)c1C	-1.6	?	-4%	-18%	-1	-8	2%	-1%	-1%
CC(C)C(=O)Nc1nnc(CCN2CCCCC2)s1	-0.3	-1%	1%	-2%	-14	-8	-2%	-1%	0%
CN(C(=O)CN1C(=O)NC2(CCCc3ccccc32)C1=O)C1CCCCC1 (centres undefined)	.	10%	-1%	-13%	0	.	4%	-2%	-10%
CC(=O)Nc1ccc(S(=O)(=O)NC2(C(F)(F)F)NC(=O)N(c3ccc(C)cc3)C2=O)cc1 (centres undefined)	0.1	-18%&-29%	2%&-1%	19%&2%	-1&-2	.	?	5%&0%	1%&0%
CC(C)(C)N1CSC(=S)N(Cc2ccccc2)C1	0.9	-13%	-3%	-15%	-1	-8	-18%	0%	-7%
COc1cc(NC(=O)c2ccc3c(Cl)c4c(nc3c2)CCC4)cc(OC)c1OC	-0.1	-2%	2%	2%	-2	.	-12%	-8%	-4%
Cc1ccc(C)c(C(C)NC(=O)C2CCCO2)c1 (centres undefined)	-0.4	8%	-2%	-5%	0	-2	0%	0%	-1%
C[n+]1cccc(C(=O)[O-])c1	-0.2	-5%	0%&-4%	-8%	-2	-16	0%	4%	-5%
COc1cccc(-n2ccn(CC(=O)Nc3ccccc3F)c(=O)c2=O)c1	1.5	?	-3%	1%	4	.	-8%	-11%	16%
O=C(NC(=S)NCCC1=CCCCC1)c1cccnc1	0.4	-13%	2%	-12%	-2	15	-13%	4%	4%
CCCn1c(=O)c(C(=O)Nc2ccccc2C(=O)OC)c(O)c2ccccc21	0.5	420%[activator]	6%	1%	0	-8	1%	0%	-4%
Cc1cccc(-n2c(=S)[nH]c3sc4c(c3c2=O)CCc2ccccc2-4)c1	0.3	16µM*	-3%	?	3	-7	12%	-2%	-1%
CC(C)(C)NC(=S)NNC(=O)c1ccc2ncccc2c1	0.9	0%	-1%	-16%	-1	6	-9%	-1%	8%
CC1=Nn2c(nnc2-c2cc(-c3ccccc3)n[nH]2)SC1	0.9	2%	7%	?	-6	-8	5%	-7%	2%
O=c1cc(SCc2ccccc2)nc[nH]1	.	-1%	-4%	-6%	3	.	-5%	0%	12%
COc1cccc(C2=CC(c3ccccc3F)n3ncc(C(=O)Nc4ccc(C)cc4)c3N2)c1 (centres undefined)	-0.1	-19%	-4%	5%	-7	.	-12%	-28%	-1%

Only part of the results is shown; the hit share may differ from the screen's.
